High-throughput results from PubChem BioAssay.
Thrombin inh – blocks human thrombin protease activity | 220,000 compounds, 0.26% hits | AID 1046 | P00734 | alpha-thrombin, Boc-VPR-AMC fluorogenic substrate cleavage | inhibition, % at 5 µM;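 active means inhibition at or above 40%; inactive means inhibition below 40%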;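 further: 0% = enzyme with no compound and 100% = wells without enzyme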
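System: human alpha-thrombin protein; Compound dosing: one concentration per compound, 5 µM, with 0.2% DMSO; Timing: reaction at room temperature; Technique: AMC fluorescence, 355/460 nm; Controls: enzyme without compound as high, wells lacking enzyme as low.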
FXIa inh – blocks human coagulation factor XIa protease activity. purified FXIa, Boc-Glu-Ala-Arg-AMC fluorogenic substrate. 220,000 compounds, 0.14% hits. inhibition, % at 5 µM. AID 798;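 active means inhibition of at least 40%; inactive means inhibition below 40%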;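 further: fluorescence of freed AMC excited at 355 nm; 0% = enzyme without compound and 100% = no enzyme blank; many of its hits are not listed in these tables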
Runt-SMMHC FRET – Runt domain-CBFb-SMMHC interaction inhibition; Cerulean-Runt/Venus-CBFb-SMMHC FRET ratio 530/480, 1 h; AID 1434; Q01196+Q13951; 220,000 compounds, 0.74% hits; inhibition, % at 20 µM;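 active means mean inhibition across duplicate retests at 20 µM reaching about 50%, limit read from the data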;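 further: 0% = DMSO wells and 100% = wells with excess untagged CBFb-SMMHC; inhibitors lower the FRET ratio by blocking Runt binding to CBFb-SMMHC; some results filed as inactive read as strong as hits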
FXIIa inh 1536 – blocks human coagulation factor XIIa protease activity | P00748 | inhibition, % at 5 µM | purified FXIIa, Boc-QGR-AMC fluorogenic substrate, 2 h | 220,000 compounds, 0.3% hits; in the data active means inhibition above about 40%;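 further: 0% = enzyme with no compound and 100% = blank without enzyme; many of its hits are not listed in these tables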
Hck-Nef inh – inhibitors of human Hck kinase activated by Nef. P08631. Recombinant Hck-YEEI plus Nef, Z-Lyte FRET kinase assay. inhibition, % at 20 µM. 220,000 compounds, 0.68% hits;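 active means Hck-Nef kinase inhibition above about 50%, limit read from the data; inactive means inhibition below that limit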;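 further: 0% = DMSO with Hck plus Nef and 100% = Hck alone without Nef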
14-3-3 Bad inh – disrupts binding of bovine 14-3-3 zeta to phospho-Bad peptide | TR-FRET 14-3-3zeta/Dy647-pBad peptide displacement, 1 h | inhibition, % at 21.7 µM | 220,000 compounds, 0.71% hits | AID 781;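 active means inhibition above about 70%, limit read from the data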;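 further: 0% = full 14-3-3 plus peptide FRET controls and 100% = background without 14-3-3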
Runt-CBFb FRET – Runt domain-CBFb interaction inhibition; 220,000 compounds, 0.46% hits; inhibition, % at 20 µM; Q01196+Q13951; Cerulean-Runt/Venus-CBFb FRET ratio 530/480, 1 h;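 active means inhibition over about 50% at 20 µM in the single-dose screen, limit read from the data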;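 further: 0% = DMSO wells and 100% = excess unlabeled CBFb competitor control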
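Measured by: fluorescence energy transfer, 422 nm excitation, 530/480 nm emission; test system: Cerulean-tagged RUNX1 Runt domain (FRET donor) fusion protein; buffer or medium: Tris pH 7.5 buffer with BSA; compound: one dose, 20 µM compound, 1% DMSO; times: two 1 h room-temperature incubations shielded from light; benchmarks: unlabeled CBFb 5 µM, positive control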
KLK5 inh – kallikrein 5 (human) inhibition; recombinant hK5, fluorogenic AMC substrate cleavage; inhibition, % at 5 µM; 210,000 compounds, 0.59% hits; AID 873;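 active means inhibition of 40% or more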;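 further: 0% = enzyme controls without compound and 100% = no-enzyme blanks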
Wee1 stabilizer – human Wee1 degradation inhibition, primary screen; P30291; HeLa Luc-Wee1K328M stability, luciferase luminescence; 100% = proteasome inhibitor MG132 effect; reporter increase, % at 5 µM; 220,000 compounds, 1.2% hits; AID 1321;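 active means activation above the mean of all tested compounds plus 3 SD, set per screening run, cut at about 8.8% in these data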;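 further: cells exposed to compound for 20 h before luminescence read; 0% = DMSO alone and 100% = MG132 at 30 µM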
Starred values were filed as active, the others as inactive; . = not tested or not shown; & = joins results of further samples; [ ] = dose if it differs, or a comment.

Runt-SMMHC FRET	14-3-3 Bad inh	FXIa inh	FXIIa inh 1536	Wee1 stabilizer	KLK5 inh	Thrombin inh	Runt-CBFb FRET	Hck-Nef inh	smiles
-2	-10	8	15	-1	83*	36	4	-1	COc1ccc(C(OC(=O)c2ccco2)C(=O)NC2CCCCC2)cc1OC (centres undefined)
-5	0	3	9	2	1	-3	2	8	O=C(O)CNS(=O)(=O)c1ccc2c(c1)CCCC2
6	2[fluorescence artefact?]	-6	2	-1	7	-9	-2	0	Cc1ccc(C(=O)Nn2c(N)c(S(=O)(=O)c3ccc(C)cc3)c3nc4ccccc4nc32)cc1
-2	22	14	24	2	8	-3	-1	3	COc1cc(C=O)ccc1OCCCOc1ccccc1[N+](=O)[O-]
4	0	-4	3	-3	0	-9	1	22	C=CCC1S/C(=N/N=C/c2cccs2)NC1=O (centres undefined)
-7	-9	-5	-1	5	-1	-7	2	20	O=C(CC(=O)N/N=C\c1ccc(F)cc1)NCCc1ccccc1
6	4	5	16	-3	7	2	-1	0	Cc1nn(S(=O)(=O)c2ccccc2)c(C)c1Sc1ccc([N+](=O)[O-])cc1
-1	28	26	16	0	14	10	3	1	O=C(N/N=C/c1ccco1)c1cccc(S(=O)(=O)Nc2ccccc2Cl)c1
0	-2	-3	-1	1	0	-7	-2	16	CNC(=O)CCCCC(=O)N/N=C/c1ccc(Cl)cc1Cl
0	-8	10	14	1	-8	-2	-1	-1	O=C(Cn1cc(Cl)ccc1=O)c1ccc(Cl)cc1
0	-7	1	3	0	-4	-2	2	1	O=C(CSc1nnc(-c2ccccc2)c(-c2ccccc2)n1)Nc1ncc(Cl)cc1Cl
2	11	-8	3	1	-16	-11	-1	9	CCOC(=O)c1c(C)[nH]c(C(=O)CSc2nnc(Nc3ccccc3F)s2)c1C
-1	-7	-1	7	5	2	5	1	1	N/C(=N\c1nc2ccccc2o1)NC(=O)c1ccccc1
2	-6	-3	11	0	-16	-1	-1	1	O=C(NCC1CCCO1)Nc1cccc(Cl)c1 (centres undefined)
2	4[fluorescence artefact?]	-8	-22	0	-11	-8	-1	1	O=C(O)CNS(=O)(=O)c1ccc(-c2ccccc2)cc1
2	4	1	14	0	1	3	0	1	CCC1=Nc2cc(C(=O)NCCCOC(C)C)ccc2Sc2ccccc21
2	85*	6	3	0	6	-6	20	1	Cc1nc(SCc2c(F)cccc2Cl)n[nH]1
2	.	-2	9	0	-5	-1	2	0	COc1cccc(C(=O)N(Cc2ccc3c(c2)OCO3)Cc2nc3ccccc3c(=O)[nH]2)c1
2	-10	-1	0	0	-5	-7	-1	1	O=C(CCNC(=O)Cn1ccc2ccccc2c1=O)NCCN1CCc2ccccc2C1
-10	-1	3	8	4	-254	-1	-4	2	Oc1ccccc1N=Nc1nc(-c2ccccc2)c(-c2ccccc2)[nH]1
-1	-5	-6	1	-5	-4	-6	1	-8	CCN(CC)S(=O)(=O)c1cc(NC(=O)C(C)N2CCc3ccccc32)ccc1C (centres undefined)
3	1[fluorescence artefact?]	1	10	0	-24	-4	3	19	Cn1cc(Cl)c(C(=O)NC2CCCC2)n1
-2	-3	-1	4	-3	0	-2	-1	30	Cc1ccc(C(=O)Cn2nnc(-c3cccs3)n2)cc1
3	4	8	18	-2	15	5	-1	-4	CCc1nnc(NC(=O)CSc2nc3[nH]ncc3c(=O)[nH]2)s1
3&6	46&47	4	7	6&1	-12	.	-1&1	3	CN1CCN(CCCN2c3ccccc3Sc3ccc(Cl)cc32)CC1

Additional compounds
Runt-SMMHC FRET	14-3-3 Bad inh	FXIa inh	FXIIa inh 1536	Wee1 stabilizer	KLK5 inh	Thrombin inh	Runt-CBFb FRET	Hck-Nef inh	smiles
-24	-3	-1	10	-3	2	-3	-174	26	O=C1C(Br)=Cc2cccc3cccc1c23
4	1	-6	5	-1	-1	-8	0	19	CCN(c1ccccc1)S(=O)(=O)c1ccc(C(C(=O)OC)C(=O)OC)c([N+](=O)[O-])c1
-5	-4	-1	6	-2	4	-7	-5	19	O=[N+]([O-])c1nn(-c2ccc3c(c2)OCCO3)n(O)c1=NCCC1=CCCCC1
3	11	-4	3	1	9	-7	0	1	CC1CC(C)CN(CCCNC(=O)CC2Oc3ccccc3NC2=O)C1 (centres undefined)
4	-11[fluorescence artefact?]	0	3	3	-4	-1	0	-1	CC(Oc1ccccc1)C(=O)Nc1ccc(C(N)=O)cc1 (centres undefined)
0	1	-1	7	-1	-6	20	2	1	COC(=O)C(C)Sc1nnc(Cc2cc(=O)[nH]c(=O)[nH]2)n1-c1ccc(OC)cc1 (centres undefined)
0	6	-4	4	-3	-5	-4	-1	20	CCOc1ccccc1-n1nnnc1SC(C)C(=O)OC (centres undefined)
0	-25	-2	6	0	-11	-3	3	17	Cc1c(Cl)c(C(=O)NNC(=S)Nc2ccc(F)cc2)nn1C
4	-6	2	7	0	0	-5	1	17	CCOC(=O)C1(CCCc2ccccc2)CCN(C(=O)Cn2nc(C)nc2C)CC1
-2	-11	0	7	5	-12	0	-4	11	CCOC(=O)C1(CCOc2ccccc2)CCN(Cc2cccn2-c2ncccn2)CC1
1	-8	-13	-11	0	-5	-1	-3	0	Cn1c(=O)n(CCCOc2ccc(Cl)cc2)c2ccccc21
-6	13	2	17	0	-14	-12	-2	0	Cc1ccc(CCNC(=O)c2nnn(-c3cc(C)cc(C)c3)c2N)cc1
3	43	-1	.	0	2	-4	-1	-13	Cn1nc([N+](=O)[O-])nc1S(C)(=O)=O
-6	-10	3	8	-2	.	-1	0	2	O=C(CCNc1ccc(Cc2ccncc2)cc1)c1cccc([N+](=O)[O-])c1
0	20	0	2	3	-2	-1	2	0	COc1ccc(S(=O)(=O)Nc2nnc(C)s2)cc1
-2	10	-7	-5	0	-23	-11	-1	3	OC(COCc1cccs1)CN1CCN(c2cccc(Cl)c2)CC1 (centres undefined)
-6	3[fluorescence artefact?]	4	10	-2	-18	-2	-1	5	COc1ccc(S(=O)(=O)N2CCC(C(=O)NCc3ccccn3)CC2)cc1Cl
0	-1	2	0	0	5	-22	-7	4	Cc1ccc(CSCc2nnc(SCC(=O)N3CCN(c4ccccc4)CC3)n2C)cc1
3	-14[fluorescence artefact?]	5	2	-1	-3	3	1	-2	O=C(CN(C(=O)CCC(=O)Nc1nccs1)c1ccc2c(c1)OCCO2)NCc1ccco1
9	0	-11	-55	-3	-48	-24	-2	0	CC(C)Nc1oc(-c2cccc3ccccc23)nc1C#N
3	-13	-4	5	-1	-4	-5	3	20	O=C(NCc1ccc(-n2cccc2)cc1)c1cccc(F)c1
1	-3	11	6	2	-7	-5	-1	5	O=C(CSc1cccc(C(F)(F)F)c1)NCc1ccccc1
1	-27	-2	8	-2	-17	-8	-2	-1	COc1cc(-c2nc3c[n+](CC(=O)c4ccccc4)ccc3n2C)cc(OC)c1OC
-2	-9	4	6	-3	-11	-1	-1	0	CN(C)c1cccc(C(=O)OCC(=O)NCC2CCCO2)c1 (centres undefined)
4	-19[fluorescence artefact?]	4	2	-2	-21	-8	-1	1	COc1cc(CNC2CCCC2)cc(Cl)c1OCc1ccc(F)cc1

Reformatted: results already given
structure	Runt-SMMHC FRET	14-3-3 Bad inh	FXIa inh	FXIIa inh 1536	Wee1 stabilizer	KLK5 inh	Thrombin inh	Runt-CBFb FRET	Hck-Nef inh
COc1ccc(S(=O)(=O)Nc2nnc(C)s2)cc1	0	20	0	2	3	-2	-1	2	0
CCOC(=O)C1(CCOc2ccccc2)CCN(Cc2cccn2-c2ncccn2)CC1	-2	-11	0	7	5	-12	0	-4	11

The listing continues:
Runt-SMMHC FRET	14-3-3 Bad inh	FXIa inh	FXIIa inh 1536	Wee1 stabilizer	KLK5 inh	Thrombin inh	Runt-CBFb FRET	Hck-Nef inh	smiles
-19	-6[fluorescence artefact?]	-11	-3	-1	-4	-7	-8	3	O=C(/C(=C(\[O-])c1ccccc1)[n+]1ccc2ccccc2c1)c1ccccc1
4	77*[fluorescence artefact?]	-4	7	-1	-150	-16	3	6	O=C(CN1C(=O)S/C(=C\c2ccc(Cl)cc2)C1=O)NNC(=O)c1ccccc1O
4	3	7	26	4	-11	1	.	1	CCCCCCCC(=O)N/N=C/c1ccco1
-1	-9	2	9	-2	11	-4	-3	1	COC(=O)c1c(C)oc2ccc(N(C(=O)c3ccncc3)S(=O)(=O)c3ccc4ccccc4c3)cc12
0	-3[fluorescence artefact?]	5	18	-2	-14	3	5	-2	Cc1ccc(CNC(=O)c2cn(C)c(=O)c3c2c2ccccc2n3C)o1
3	-2	5	11	-2	1	-1	1	2	O=C(CC(C(=O)O)c1ccc(Cl)cc1)c1ccccc1 (centres undefined)
0	1[fluorescence artefact?]	4	16	0	-6	-3	0	0	Cc1ccc(N2CC(c3nc4ccccc4n3C)CC2=O)cc1C (centres undefined)
-6	-1	-3	6	-2	-28	-8	-4	7	CN1CCN(Cc2c(O)ccc3c(=O)c(Oc4ccccc4Cl)c(C(F)(F)F)oc23)CC1
3	-11	-13	5	1	9	-3	15	2	O=C(Nc1ccc2c(c1)OCO2)N1CCN(c2ncc(C(F)(F)F)cc2Cl)CC1
3	-8	-4	-13	-2	1	-4	1	2	COc1ccc(NC(=O)c2cccc(-n3cnnn3)c2)cc1
-2	-10	-3	4	1	1	-3	-1	22	COCCOC(=O)C1=C(C)OC(N)=C(C#N)C1c1cc2cccc(C)c2nc1Cl (centres undefined)
3	7	-5	3	1	.	-4	0	7	CCOc1ccc(Br)cc1S(=O)(=O)NCc1ccncc1
-2	17[fluorescence artefact?]	13	-1	-1	-1	0	-1	1	CCn1cc(C(=O)N2CCc3ccccc32)c(=O)c2cc(S(=O)(=O)N3CCCCCC3)ccc21
2	-1	3	-1	2	-3	-19	2	1	CCOC(=O)c1cc(NC(=O)c2ccc(Cl)cc2)c(=O)oc1-c1ccccc1
7	-8[fluorescence artefact?]	-1	3	-4	-23	-26	26	0	Cc1c(NS(=O)(=O)c2ccccc2)cc(Cl)c(O)c1C
1	3	9	15	-3	3	-1	-3	0	CCN(CC)c1ccc(C(=O)OCC(=O)N2CCN(c3ccccc3)CC2)cc1
3	2	7	8	-2	11	-1	1	2	C/C(=N/NC(=O)Cc1cccs1)c1ccco1
-1	3	0	-5	0	-9	-1	0	-2	COc1ccc(S(=O)(=O)Nc2ccc3oc(C)c(C(C)=O)c3c2)cc1
-5	0	.	.	6	.	.	-1	.	C[C@]12CCC(=O)C[C@@H]1CC[C@@H]1[C@@H]2CC[C@]2(C)C=CC[C@@H]12
-5	-2	2	2	1	-1	-5	6	-2	CCOc1cc(/C=N/NC(=O)CCn2nc(C)cc2C)ccc1O
3	3	6	9	-2	2	-5	0	-1	CN(C)c1nc(NCc2ccccc2)nc(N/N=C/c2ccc(Cl)cc2Cl)n1
0	-16	-2	2	-1	-15	2	0	-25	CC(=O)c1cccc(OCC(=O)N2CCN(c3ccc(C(F)(F)F)cn3)CC2)c1
-2	-1[fluorescence artefact?]	0	6	3	-16	-6	17	16	COC(=O)C1=C(C)Nc2sc(C(N)=O)c(N)c2C1c1ccncc1 (centres undefined)
-6	4	-3	0	3	-4	-8	2	7	O=C(/C=C/c1ccccc1)N(Cc1cccs1)C1CCS(=O)(=O)C1 (centres undefined)
3	-4	-8	5	2	-1	1	3	-13	CCCCN(C)CCn1c(=S)[nH]c2cc(OCC)c(OCC)cc2c1=O
